Compound activity deposited in PubChem by Sanford-Burnham Center for Chemical Genomics.
EBI2 antag = EBI2 (human) antagonism. EBI2 beta-arrestin recruitment, luminescence, 7a,25-OHC stimulated. P32249. inhibition, % at 5 µM. 0.81% of 360,000 active; in the data active means inhibition above about 38%;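 further: enzyme fragment complementation signal reports receptor beta-arrestin coupling in cells; 0% = agonist plus DMSO wells and 100% = wells without agonist; some results beyond the cut were filed as inactive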
Target sequence (P32249 whole entry, looked up, the tested form may be a part): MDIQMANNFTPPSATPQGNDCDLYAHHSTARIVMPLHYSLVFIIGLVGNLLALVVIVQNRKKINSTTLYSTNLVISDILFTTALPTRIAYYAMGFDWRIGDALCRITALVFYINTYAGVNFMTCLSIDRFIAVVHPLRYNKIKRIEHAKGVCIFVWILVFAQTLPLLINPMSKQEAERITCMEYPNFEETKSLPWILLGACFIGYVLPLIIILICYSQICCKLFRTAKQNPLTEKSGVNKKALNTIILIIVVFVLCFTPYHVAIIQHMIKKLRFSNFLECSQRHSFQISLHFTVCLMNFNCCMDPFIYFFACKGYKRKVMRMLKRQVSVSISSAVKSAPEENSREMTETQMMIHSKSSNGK
A3G deaminase = blocks human APOBEC3G single-stranded DNA deamination. Q9HC16. recombinant A3G, ssDNA deamination FAM/TAMRA fluorescence. inhibition, % at 20 µM. 0.28% of 330,000 active;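 active means inhibition of at least 40% at 20 µM, with no more than 30% in the related APOBEC3A deaminase screen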;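 further: plate controls were DMSO wells with A3G for no effect and wells lacking A3G enzyme for full effect; some compounds called inactive have numbers as strong as hits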
Target sequence (Q9HC16 whole entry, looked up): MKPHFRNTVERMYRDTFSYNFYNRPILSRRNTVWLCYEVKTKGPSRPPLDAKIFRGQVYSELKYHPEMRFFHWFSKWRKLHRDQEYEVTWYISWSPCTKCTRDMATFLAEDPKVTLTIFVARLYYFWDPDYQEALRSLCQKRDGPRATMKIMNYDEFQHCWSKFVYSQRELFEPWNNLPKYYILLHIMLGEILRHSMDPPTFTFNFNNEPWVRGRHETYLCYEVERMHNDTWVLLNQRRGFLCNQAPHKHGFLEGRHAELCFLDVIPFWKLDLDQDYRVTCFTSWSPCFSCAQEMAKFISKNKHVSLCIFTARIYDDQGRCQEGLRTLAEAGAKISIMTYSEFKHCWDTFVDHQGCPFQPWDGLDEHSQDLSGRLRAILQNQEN
Gli-Sufu block = blocks Gli-Sufu signaling in a luciferase reporter | Sufu-KO-LIGHT fibroblasts, Gli luciferase reporter luminescence | inhibition, % at 5 µM | 0.74% of 340,000 active;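 active means inhibition above about 55%, limit read from the data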;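 further: 0% = DMSO-treated cells and 100% = wells with medium but no cells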
APOBEC3A inh = blocks human APOBEC3A ssDNA deamination; P31941; recombinant A3A, FAM/TAMRA ssDNA deamination fluorescence; inhibition, % at 20 µM; 0.41% of 330,000 active; AID 493011;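 active means at least 40% inhibition at 20 µM here, with at most 30% in a related deaminase screen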;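 further: plate controls were A3A with DMSO for no effect and wells lacking A3A enzyme for full effect; some results filed as inactive read as strong as hits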
CXCR6 inh = inhibitors of human CXCR6 receptor | O00574 | CHO-K1 PathHunter CXCR6 beta-arrestin, luminescence | inhibition, % at 20 µM | 0.36% of 360,000 active | AID 602244; in the data active means inhibition above about 34%, passing the limit was not always enough;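 further: antagonist mode with CXCL16 agonist at 10 nM final; 0% = 10 nM CXCL16 with DMSO and 100% = unstimulated wells without agonist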
Target sequence (O00574 whole entry, looked up): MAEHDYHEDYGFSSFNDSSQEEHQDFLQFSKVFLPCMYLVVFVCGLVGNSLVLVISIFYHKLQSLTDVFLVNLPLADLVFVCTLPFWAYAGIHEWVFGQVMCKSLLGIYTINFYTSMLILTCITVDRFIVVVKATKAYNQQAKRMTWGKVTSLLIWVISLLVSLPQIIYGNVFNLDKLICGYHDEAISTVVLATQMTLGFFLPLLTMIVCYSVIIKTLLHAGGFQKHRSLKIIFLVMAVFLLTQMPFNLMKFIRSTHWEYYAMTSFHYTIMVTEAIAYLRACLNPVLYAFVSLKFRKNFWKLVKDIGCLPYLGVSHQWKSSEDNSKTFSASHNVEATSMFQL
CCR6 antag = antagonists of human CCR6 receptor | P51684 | CHO-K1 CCR6 PathHunter beta-arrestin, luminescence, CCL20-stimulated | inhibition, % at 20 µM | 0.49% of 340,000 active;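 active means compounds whose inhibition of the agonist-driven luminescence signal at 20 µM reaches about 50%, limit read from the data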;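 further: cells stimulated with CCL20 at 14 nM final; plate controls were DMSO with CCL20 for no effect and DMSO without agonist for full effect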
NR3A LBD binder = NR3A (human) ligand-binding domain modulation. 2.5% of 340,000 active. Tm shift relative to glycine control, % at 25 µM. AID 1259313. NR3A LBD differential scanning fluorimetry, Tm shift; 0% = protein alone, 100% = glycine-bound protein;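 active means melting temperature shift of at least 10% of the positive control shift, at one fixed dose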
MPTP inh = inhibitors of mitochondrial permeability transition pore; AID 602449; inhibition, % at 10 µM; 1.4% of 360,000 active; isolated mouse mitochondria, Ca2+ swelling absorbance, 30 min;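 active means inhibition of 50% or more, scaled per plate between neutral and stimulator controls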;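 further: 0% = DMSO wells given calcium and 100% = 1 mM EGTA wells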
* hit, by the source's call; x = not tested or not shown; & = joins results of further samples.

Each structure is followed by: EBI2 antag	A3G deaminase	Gli-Sufu block	APOBEC3A inh	CXCR6 inh	CCR6 antag	NR3A LBD binder	MPTP inh
(1) Cc1ccccc1C(=O)NCCNC(=O)c1ccco1
 : -4	-6	-8	-3	-4	10	-2	0.8
(2) N#Cc1c2ccc(OCC(=O)NCc3ccco3)cc2n2ccccc12
 : -2	-3	4	8	-4	-12	1	-0.6
(3) Cc1nc(C(F)(F)F)ccc1C(=O)Nc1ccc(C(F)(F)F)cn1
 : 4	-6	0	-7	5	-12	-2	2.8
(4) CSc1ncc(CN2CCc3c([nH]c4ccccc34)C2c2cccc(C)n2)cn1 (centres undefined)
 : 8	-5	-3	1	2	5	0	1.5
(5) Cc1nnc(SCC(=O)NC(=O)NC(C)(C)C)n1N
 : -1	4	-1	2	-1	0	2	-1.2
(6) CC(C)Oc1ccccc1C1(c2ccccc2)NC(=O)NC1=O (centres undefined)
 : -16	-10	6	-1	-6	13	-2	1.4
(7) CCOc1ccc(CN2CCCN(C)CC2)cc1
 : -13	1	1	-3	-13	-9	0	0.2
(8) CN(C)CCN1C(=O)C(=O)/C(=C(/O)c2ccccc2)C1c1ccccc1F (centres undefined)
 : -11	-4	8	72*	-1	0	0	0.1
(9) O=C(CN1CCN(S(=O)(=O)c2ccccc2F)CC1)NC1CCCC1
 : -7	-2	1	0	2	-3	0	-2.7
(10) O=c1ncn(C2CCCCC2)c(=O)[nH]1
 : -6	x	3	x	9	12	-1	0.4
(11) Cc1ccc(NC(=O)NC(=O)CN2C(=O)NC3(CCCCCCC3)C2=O)c(C)c1
 : 33	-6	0	0	-2	5	-3	-0.1
(12) Cc1cc(OCC(=O)Nc2c(C)n(C)n(-c3ccccc3)c2=O)ccc1[N+](=O)[O-]
 : 5	-6	16	1	3	-7	-2	0.0
(13) O=C(COC(=O)c1cnccn1)Nc1ccc(Cl)cn1
 : 0	-9	-2	0	4	6	-1	0.2
(14) CC1CCc2sc(C(=O)NC3CCCCC3)cc2C1 (centres undefined)
 : 19	-9	-82	-7	6	19	-1	-2.8
(15) Cc1ccccc1C(=O)Oc1cccc2c(O)cccc12
 : 1	-7	13	-4	-21	-8	-1	1.8
(16) O=C(COC(=O)c1cc(=O)[nH]c2ccccc12)NCc1ccc(Cl)cc1
 : 0	-8	3	-5	2	5	3	-2.4
(17) CC1CCN(c2ccc([N+](=O)[O-])cn2)CC1
 : -3	-18	-19	-2	0	13	-7	0.4
(18) CCOc1ccc(NC(=O)c2ccccc2NS(=O)(=O)c2ccc(F)cc2)c([N+](=O)[O-])c1
 : -4	-8	30	-2	7	13	4	92*
(19) O=C(NCCc1ccc(Cl)cc1)c1ccc2nc[nH]c2c1
 : -7	-6	35	10	-3	-1	-8	2.3
(20) CCOC(=O)c1cc(C#N)c(SC(C)C(=O)NC2CCCCC2)nc1C (centres undefined)
 : 5	-10	4	-7	4	0	1	-2.4
(21) CC(C)(C)OC(=O)N/N=C\c1ccc(OC(=O)c2ccco2)cc1
 : -23	-5	-44	1	-2	-3	-2	0.4
(22) CC1CCN(C(=O)c2ccc(COc3ccccc3Cl)o2)CC1
 : 6	-3	-25	4	9	12	0	-16
(23) N#C/C(=C\Nc1ccc2c(c1)OCCO2)c1nc2ccccc2[nH]1
 : 3	-6	1	-3	-15	-13	-1	0.9
(24) CCCCCCC(=O)NC(Nc1ccc(S(N)(=O)=O)cc1)C(Cl)(Cl)Cl (centres undefined)
 : 1	-4	7	2	-4	5	-7	4.1
(25) CC1=NN(c2cccc([N+](=O)[O-])c2)C(=O)C1
 : 7	-7	-7	-4	13	17	1	6.3
(26) CCCn1c(NC(=O)C2CCN(C(=O)c3ccccc3C)CC2)nc2ccccc21
 : 3	-6	14	1	9	8	-1	0.0
(27) CC(=O)N1CCN(C(=O)CNC(=O)c2ccc(Br)o2)CC1
 : -9	-1	1	-1	6	4	1	-0.6
(28) Cc1ccccc1N(CC(=O)NC1CCCC1)C(=O)C1(C)CC(=O)N=C2C=CC=CN21 (centres undefined)
 : 1	-2	-7	-1	4	3	-1	-1.2
(29) CCCOc1ccc(S(=O)(=O)N2CCN(C)CC2)c2ccccc12
 : -1	-6	-26	-3	0	12	-4	4.3
(30) COc1cccc(OC)c1C(=O)Nc1ccc(N2CCN(S(C)(=O)=O)CC2)cc1
 : -3	-2	4	-1	-1	4	0	-0.5

Entries above with a cyano group:
Each structure is followed by: EBI2 antag	A3G deaminase	Gli-Sufu block	APOBEC3A inh	CXCR6 inh	CCR6 antag	NR3A LBD binder	MPTP inh
(2) N#Cc1c2ccc(OCC(=O)NCc3ccco3)cc2n2ccccc12
 : -2	-3	4	8	-4	-12	1	-0.6
(20) CCOC(=O)c1cc(C#N)c(SC(C)C(=O)NC2CCCCC2)nc1C (centres undefined)
 : 5	-10	4	-7	4	0	1	-2.4
(23) N#C/C(=C\Nc1ccc2c(c1)OCCO2)c1nc2ccccc2[nH]1
 : 3	-6	1	-3	-15	-13	-1	0.9

Next section.
Each structure is followed by: EBI2 antag	A3G deaminase	Gli-Sufu block	APOBEC3A inh	CXCR6 inh	CCR6 antag	NR3A LBD binder	MPTP inh
(31) COCC(C)NCc1ccc(C)cc1C (centres undefined)
 : -12	-6	3	-1	-5	-7	1	-1.0
(32) COc1ccc(-c2csc(COC(=O)C(C)(C)C)n2)cc1
 : 4	-2	-10	5	-5	5	3	1.4
(33) CCCC1(c2ccsc2)NC(=O)NC1=O (centres undefined)
 : -11	x	-26	x	-1	-15	1	0.1
(34) Cc1ccc(-c2c[n+]3c(n2-c2ccccc2)CCC3)cc1
 : -10	-11	80*	-4	8	-9	-4	2.1
(35) O=C1/C(=C\Nc2ccccc2)CCN1c1ncccn1
 : -4	3	-39	1	-1	-2	1	-1.6
(36) Cc1ccc(NC(=O)C(C)OC(=O)CCN=C2NS(=O)(=O)c3ccccc32)cc1 (centres undefined)
 : 3	15	0	2	-4	4	0	-1.5
(37) COc1cccc(-c2cc(C(=O)NCc3ccco3)c3ccccc3n2)c1
 : 1	-3	0	-2	-3	7	-6	-0.8
(38) O=C(N/N=C/c1ccc(Cl)cc1Cl)c1cccc(F)c1
 : 45*	0	-74	2	1	8	9	49
(39) O=c1cc(-c2ccccc2[N+](=O)[O-])oc2ccccc12
 : 1	-11	3	-1	5	-5	-2	-0.6
(40) CCN(CC)C(=O)N1CCC(NC(=O)c2ccccc2)CC1
 : 0	-5	4	-1	-3	-5	0	0.8
(41) CCCc1cc(C(N)=O)c(NC(=O)c2cc(C)on2)s1
 : -5	-6	-4	-1	-2	10	-3	-0.2
(42) Cc1ccc(/C=N/N(C)S(=O)(=O)c2ccc(C)cc2)cc1
 : 5	-3	4	1	0	15	-1	-0.4
(43) O=C(NNC(=O)c1ccccc1Br)c1ccncc1
 : 10	-4	-9	-5	3	0	2	1.1
(44) Cc1nnc(SCC(=O)c2ccc(C(C)C)cc2)s1
 : -2	-4	-30	-1	4	7	0	0.4
(45) Oc1ccccc1-c1nnc(SCCN2CCOCC2)n1Cc1ccccc1
 : 4	-1	0	-1	6	-6	-3	1.2

46) O=c1[nH]c2ccc(Cl)cc2c(-c2ccccc2)c1SC(=S)N1CCOCC1
47) CC(=O)c1cccc(OC(=O)c2cc(S(=O)(=O)N3CCOCC3)ccc2N2CCCC2)c1
48) CCOc1ccccc1C(=O)N(Cc1sccc1C)C1CCS(=O)(=O)C1 (centres undefined)
49) COCCn1c(SCc2csc(-c3ccccc3)n2)nc2ccccc21
50) Cc1ccccc1Nc1nc(N)nc(COC(=O)c2ccc(O)cc2)n1
51) COC(=O)[C@H]1[C@H]2C[C@@H]3c4[nH]c5cc(OC)ccc5c4CCN3C[C@H]2C[C@@H](OC(=O)/C=C/c2cc(OC)c(OC)c(OC)c2)[C@@H]1OC
52) CC(=O)CCc1ccc(OC(=O)c2cccnc2)cc1
53) CCOC(=O)/C(C#N)=C\c1cc(C)n(-c2ccccc2)c1C
54) Cc1ccc2ncccc2c1
55) CCOC(=O)C1=C(CSCC(=O)OC)NC(=O)NC1c1cc(C)ccc1C (centres undefined)

assay / entry	46	47	48	49	50	51	52	53	54	55
EBI2 antag	16	-4	3	13	3	6	-1	22	2	-6
A3G deaminase	-4	-1	-5	-4	-6	-7	-3	4	-12	2
Gli-Sufu block	0	0	1	13	-12	-3	4	2	5	2
APOBEC3A inh	-1	-2	-1	0	6	0	0	3	-1	3
CXCR6 inh	6	-8	0	-1	1	3	-3	10	-7	6
CCR6 antag	-2	12	-3	7	10	12	0	10	-20	-14
NR3A LBD binder	-3	-4	0	-2	2	-9	-1	-2	0	-1
MPTP inh	-5.4	-2.6	-0.4	70*	-1.6	-0.3	-0.4	0.3	-0.6	0.4

56) COc1ccccc1NC(=O)C(C)OC(=O)C1CCN(S(=O)(=O)c2ccccc2C(F)(F)F)CC1 (centres undefined)
57) CCOC(=O)c1ccc(-c2ccc(C3Nc4ccccc4C(=O)N3O)o2)cc1 (centres undefined)
58) Cc1[nH]c2ccccc2c1C(=O)/C=C/c1ccccc1
59) CCOC(=O)c1ccc(NC(=S)NC2CCCC2)cc1
60) CCOC(=O)C(C)/C(C)=N\Nc1ccc([N+](=O)[O-])cc1[N+](=O)[O-] (centres undefined)
61) CCCCCCSc1ccc(-c2nc3ccc(Cl)cn3c2NCCCC)cc1OC
62) CCCCCN(C(=O)CCC(=O)OCC(=O)c1c(C)cc(C)cc1C)c1c(N)n(CCCC)c(=O)[nH]c1=O
63) c1ccc(-c2csc3ncnc(NCCCN4CCOCC4)c23)cc1
64) CCOC(=O)C1(CC2CCCCO2)CCN(Cc2nc(C(C)C)cs2)CC1 (centres undefined)
65) CC/C(=N\NC(=S)Nc1cccc(C)c1)c1ccccc1

assay / entry	56	57	58	59	60	61	62	63	64	65
EBI2 antag	10	-6	12	-4	-3	38&41	5	29	-1	5
A3G deaminase	x	-9	3	-4	-6	14	-9	-5	-4	-2
Gli-Sufu block	3	-13	-33	-21	41	3	13	22	35	32
APOBEC3A inh	x	-4	-7	2	0	-4	2	-4	-7	-4
CXCR6 inh	6	-3	-2	-4	-8	12&10	3	6	6	21
CCR6 antag	31	7	-4	13	-9	20	3	0	13	31
NR3A LBD binder	-1	-5	-2	-6	4	-8	-1	1	-1	-34
MPTP inh	-0.5	3.7	-2.0	95*	1.1	1.7&2.3	-1.2	6.4	0.1	3.1

4 compounds picked at random from those above, as already listed:
62) CCCCCN(C(=O)CCC(=O)OCC(=O)c1c(C)cc(C)cc1C)c1c(N)n(CCCC)c(=O)[nH]c1=O
40) CCN(CC)C(=O)N1CCC(NC(=O)c2ccccc2)CC1
52) CC(=O)CCc1ccc(OC(=O)c2cccnc2)cc1
2) N#Cc1c2ccc(OCC(=O)NCc3ccco3)cc2n2ccccc12

assay / entry	62	40	52	2
EBI2 antag	5	0	-1	-2
A3G deaminase	-9	-5	-3	-3
Gli-Sufu block	13	4	4	4
APOBEC3A inh	2	-1	0	8
CXCR6 inh	3	-3	-3	-4
CCR6 antag	3	-5	0	-12
NR3A LBD binder	-1	0	-1	1
MPTP inh	-1.2	0.8	-0.4	-0.6

Following part:
66) C[C@@H]1ON(C)[C@H]2C[C@H]3c4cc(N5CCN(C)CC5)ccc4CCN3C(=O)[C@@H]12
67) COc1ccc(-n2nnc3c(=O)n(CC(=O)Nc4cc(C)on4)cnc32)cc1OC
68) CCCCNC(=O)N1CCN(C/C=C/c2ccccc2)CC1
69) CCOC(=O)/C=C1\CC(C(=O)OCC)Oc2c(OC)cccc21 (centres undefined)

assay / entry	66	67	68	69
EBI2 antag	-1	10	-9	-1
A3G deaminase	x	-10	-6	11
Gli-Sufu block	6	11	-12	-8
APOBEC3A inh	x	4	-5	3
CXCR6 inh	-15	4	2	-5
CCR6 antag	0	12	8	25
NR3A LBD binder	2	0	1	5
MPTP inh	-0.5	0.5	1.3	0.9
